# L3MBTL1 block: qHTS Assay for the Inhibitors of L3MBTL1; Lethal(3)malignant brain tumor-like protein 1 (Homo sapiens), Q9Y468; AlphaScreen L3MBTL1–H3K9me1 peptide binding; Potency, µM (doses to about 57.1 µM), for inactives: at the top dose activity, negative = inhibition, hits mostly inhibitors; actives 0.66% (n = 230,000); AID 485360, 2010; active means well fitted inhibition curve with a large enough effect; inconclusive means small, poorly fitted or top-dose-only effect; inactive means no such curve, though single readings can be large or run the other way; further: nearly all actives have a fitted effect of over 60% in size
# Target sequence (Q9Y468 whole entry, looked up): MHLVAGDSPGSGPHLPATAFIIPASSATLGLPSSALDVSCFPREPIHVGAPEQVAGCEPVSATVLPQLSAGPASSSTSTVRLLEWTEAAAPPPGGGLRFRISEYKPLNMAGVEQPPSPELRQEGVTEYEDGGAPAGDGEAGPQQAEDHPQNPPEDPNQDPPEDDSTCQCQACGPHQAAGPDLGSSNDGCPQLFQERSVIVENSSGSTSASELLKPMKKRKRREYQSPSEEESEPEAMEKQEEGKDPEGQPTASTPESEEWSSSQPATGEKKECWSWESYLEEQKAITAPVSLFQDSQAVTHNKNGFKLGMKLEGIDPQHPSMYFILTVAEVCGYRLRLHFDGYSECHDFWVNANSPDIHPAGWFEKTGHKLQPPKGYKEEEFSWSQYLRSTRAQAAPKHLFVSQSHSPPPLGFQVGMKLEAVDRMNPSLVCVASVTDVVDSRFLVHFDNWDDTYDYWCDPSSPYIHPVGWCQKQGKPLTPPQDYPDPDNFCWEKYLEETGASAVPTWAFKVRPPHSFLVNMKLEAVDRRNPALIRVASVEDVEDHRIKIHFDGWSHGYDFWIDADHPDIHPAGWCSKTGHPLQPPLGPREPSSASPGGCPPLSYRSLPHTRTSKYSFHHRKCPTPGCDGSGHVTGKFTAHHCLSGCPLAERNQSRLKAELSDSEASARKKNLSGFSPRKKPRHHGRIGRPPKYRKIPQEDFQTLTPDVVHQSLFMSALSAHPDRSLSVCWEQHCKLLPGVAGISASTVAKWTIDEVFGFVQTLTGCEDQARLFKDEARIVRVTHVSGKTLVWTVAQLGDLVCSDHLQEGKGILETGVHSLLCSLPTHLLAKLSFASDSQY
#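 L3MBTL1 (50 nM) pre-complexed 30 min with biotinylated H3(1-15)K9me1 peptide (75 nM), then compounds added for 30 min at room temperature; AlphaScreen streptavidin donor/nickel chelate acceptor beads (10 ug/mL final) read after 30 min dark incubation.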
# * = called active by the depositor; ? = inconclusive; [ ] = dose if it differs, or a comment. On the % scale 0 is the no-effect control and ±100 the full control effect; potency means the concentration at half of the fitted maximal effect. Not all compounds are listed; rates above refer to the full screens.
SMILES,L3MBTL1 block
CCC(=O)N1c2ccccc2NC2=C(C(=O)CC(C)(C)C2)C1c1ccc(O)c(OC)c1 (stereo not drawn),4%
COc1cc2cnc(-c3ccccc3)c(-c3cc(OC)c(OC)c(OC)c3)c2cc1OC,-1%
Cc1cccc(C(=O)Nc2nnc(Cc3ccccc3)s2)c1,-2%
Cc1ccc(S(=O)(=O)N2C[C@@H]3[C@H]4CC[C@H](C4)[C@@H]3[C@@H](C)[C@@H]2c2ccn([Si](C(C)C)(C(C)C)C(C)C)c2)cc1,7%
O=C(NC1CC(=O)N(c2ccc(Cl)cc2)C1)N1CCN(C(=O)c2ccco2)CC1 (stereo not drawn),1%
COc1ccccc1NC(=O)Cn1ccn(-c2cccc3ccccc23)c(=O)c1=O,34%[activator]
CCN(C(=O)COC(=O)c1cnc(C)cn1)C1CCS(=O)(=O)C1 (stereo not drawn),0%
Cc1cccc(COC(=O)Nc2ccc(NC(=O)c3ccccc3Cl)cc2)c1,2%
CCCCn1c(N)c(N(CCOC)C(=O)c2c(CC)noc2C)c(=O)[nH]c1=O,-2%
COc1ccc(-c2cc(-c3nc4ccccn4c3NCc3ccccc3)ccc2OC)cc1,?
Cc1ccc(C)c(S(=O)(=O)N(C)C2CCS(=O)(=O)C2)c1 (stereo not drawn),4%
COc1ccc(NC(=O)CN(C)C(=O)c2cc(C3CC3)nn2-c2ccccc2)cc1,4%
CC(=O)c1cnc2c(-c3ccccc3)c(-c3ccccc3)nn2c1C,-3%
O=S(=O)(Nc1cc(S(=O)(=O)N2CCOCC2)ccc1O)c1ccc2c(c1)OCCCO2,-2%
CCOc1ccc(C(=O)CN2C(=O)NC3(CCCCCC3)C2=O)cc1,0%
COC(=O)[C@H](C)N1C/C=C\COc2c(Cl)cc(Cl)cc2S1(=O)=O,-4%
O=C(Cc1ccc(NC2=NC3CS(=O)(=O)CC3S2)cc1)NCc1ccc(Cl)cc1 (stereo not drawn),5%
CC1CCN(C(=O)COC(=O)c2cc3ccccc3oc2=O)CC1,0%
O=C(COC(=O)/C=C/c1ccc(Cl)c(Cl)c1)NC1CC1,-1%
NC(=O)NC(=O)C(OC(=O)CCNS(=O)(=O)c1ccccc1)c1ccccc1 (stereo not drawn),-11%
Cc1cc(C)nc(SCc2ccc(Cl)cc2)n1,17%
COc1ccc(N2CCN(C(=O)Cc3ccc(Cl)cc3)CC2)cc1,-10%
CCC1COCCS(=O)(=O)N1Cc1cccc(Cl)c1 (stereo not drawn),19%
NC(=O)Nc1ccccc1C(=O)Nc1ccc2ccccc2c1,-7%
Cc1noc(NS(=O)(=O)c2ccc(NC(=O)/C=C/c3ccccc3)cc2)c1C,-8%
Cc1cccc(CSc2ccc(S(=O)(=O)N3CCCC3)cn2)c1,155%[activator]
CC1CCN(CC(=O)Nc2ccc(S(=O)(=O)N3CCC(C)CC3)cc2)CC1,1%
Cc1ccccc1C[n+]1cccc2ccccc21,5%
CC1(c2ccccc2)NC(=O)N(CC(=O)NNC(=O)c2cccc(Cl)c2)C1=O (stereo not drawn),2%
Cc1cnc(C(=O)OCC(=O)Nc2cc(-c3cc(C)c(C)cc3C)nn2-c2ccccc2)cn1,-5%

# Rewritten as tab-separated lines: part of the list above
Molecule	L3MBTL1 block
Cc1cccc(CSc2ccc(S(=O)(=O)N3CCCC3)cn2)c1	155%[activator]
CC1CCN(CC(=O)Nc2ccc(S(=O)(=O)N3CCC(C)CC3)cc2)CC1	1%

# Other records
SMILES,L3MBTL1 block
COc1ccc(S(=O)(=O)N2CCC3(CC2)OCCN3S(=O)(=O)c2ccc(C)cc2)cc1OC,-1%
Cn1c(SCc2ccc(C#N)cc2)nnc1-c1ccncc1,-2%
O=C(/C=C/c1ccc(F)cc1)N1CCc2ccccc2C1,1%
COc1ccc([N+](=O)[O-])cc1C(=O)C(=O)c1ccccc1,-3%
Cc1cc(C)nc(SCCCNCc2ccc(Br)cc2)n1,5%
CN(CC(=O)Nc1ccccc1C(F)(F)F)C(=O)C1=COCCO1,8%
COc1ccc(S(=O)(=O)N2CCN(Cc3cc(OC)c(OC)c(OC)c3)CC2)cc1,45%[activator]
O=C(Nc1cccc(Cl)c1)C1CCCCC1,10%
CCCn1c(N)c(C(=O)CN(C)CC(=O)Nc2ccccc2CC)c(=O)[nH]c1=O,-5%
CC(=O)NC(c1ccco1)c1cc(Cl)c2ccc(N3CCCCC3)nc2c1O (stereo not drawn),-6%
COc1ccc(-c2ccc3c(c2)S(=O)(=O)c2cccc(C(=O)N4CCN(C5CCCCC5)CC4)c2C3=O)cc1OC,-1%
O=C(Nc1cc(S(=O)(=O)N2CCOCC2)ccc1Cl)c1cc2ccccc2o1,4%
CCc1ccc(N2C(=O)C(Cl)=C(Nc3ccc(C(=O)N4CCCC4)cc3)C2=O)cc1,-3%
CCCCN(C(=O)CSc1ncnc2sccc12)c1c(N)n(Cc2ccccc2)c(=O)[nH]c1=O,-7%
O=C(Nc1ccccc1)c1cc(S(=O)(=O)N2CCCCC2)ccc1N1CCOCC1,5%
O=C1OCCN1c1c(-c2ccccc2)c(-c2cccs2)nc2c(-c3ccccc3)cccc12,-7%
COC(=O)C(Cc1c[nH]c2ccccc12)NC(=O)c1ccccc1Br (stereo not drawn),-2%
COc1ccc(OC)c(S(=O)(=O)Nc2ccccc2C(=O)N2CCCCC2)c1,4%
O=C(COC(=O)C1CCN(S(=O)(=O)c2ccccc2)CC1)NCCc1ccccc1,5%
COc1ccccc1CN(C)C(=O)c1cccc(S(=O)(=O)N2CCN(Cc3ccccc3)CC2)c1,-2%
Cc1ccc(S(=O)(=O)N2CCCCC2C(=O)Nc2ccc(N(C)C)cc2)cc1 (stereo not drawn),-26%
CC(OC(=O)CCSc1ccccc1)C(=O)Nc1ccc(S(N)(=O)=O)cc1 (stereo not drawn),3%
CCCCOc1ccc(C(=O)NCC(=O)NCc2ccccn2)cc1,-18%
CC1CC1C(=O)N(C)CC(=O)Nc1ccccc1Br (stereo not drawn),5%
Cc1nnc(NC(=O)CSCc2c(C)noc2C)s1,2%
COc1cccc(NC(=O)c2ccc(CN3CCc4ccccc4C3)cc2)c1,3%
COc1c(O)ccc(/C=N\NC(=O)c2ccc3c(c2)OCO3)c1[N+](=O)[O-],?
CC(C)=CCC[C@](C)(O)C1CC[C@]2(C)C1C(O)CC1[C@@]3(C)CCC(O)C(C)(C)C3C(O[C@@H]3OC(CO)C(O)C(O)C3O[C@@H]3OC(C)C(O)C(O)C3O)C[C@]12C (stereo partly drawn),38%[activator]
C#CCOCCOCCOCCNc1nc(N2CCN(C(=O)Cn3cc(CCCN=C(N)N)nn3)CC2)nc(N2CCN(C(=O)[C@H](CCCCN)n3cc(CCCC)nn3)CC2)n1,-2%
COc1ccc2c(c1)OC[C@H]1[C@H]2N2C(=O)c3cc(C)ccc3NC(=O)[C@@]2(C)[C@H]1c1ccccc1,-2%
CCN1CCN(c2ccc(S(=O)(=O)N3CCCCC3)cc2NC(=O)c2cccc(F)c2)CC1,-11%
CCC[C@@H](CN1CCC[C@H]1CN1C(N)=NC[C@H]1CC(C)C)N1C[C@@H]([C@H](C)CC)N(CCc2ccc(Cl)c(Cl)c2)C1=N,-3%
Nc1ccnc(=O)[nH]1,2%
O=C(COc1coc(CN2CCN(c3ccc(F)cc3)CC2)cc1=O)NCC1CCCO1 (stereo not drawn),0%
CCN(CC)c1ccc(C(=O)NNC(=O)CNC(=O)c2cccs2)cc1,0%
COc1ccc(NS(=O)(=O)c2cccc(C(=O)NCC(c3cccs3)N3CCOCC3)c2)cc1 (stereo not drawn),2%
COc1ccc(C(CNC(=O)c2oc3ccc(OC)cc3c2C)N2CCCC2)cc1 (stereo not drawn),-12%
CN(CC(=O)Nc1ccc(Cl)cc1)C(=O)CNC(=O)c1ccc(Br)o1,1%
O=S(=O)(c1ccc(SCCOc2ccc(F)cc2)nc1)N1CCCC1,33%[activator]
O=C(O)CCn1cc(-c2ccc(Cl)cc2)nc1-c1ccncc1,8%
Cc1nn(C)c(C)c1NS(=O)(=O)c1ccc(Cl)cc1,6%
Cc1n[nH]c(=O)c2c(NC(=O)COC(=O)Cc3ccc(Cl)cc3Cl)oc(C)c12,-1%
Cc1ccc(C(=O)N2CCN(c3ccccn3)CC2)cc1Cl,5%
O=C(CSc1nnc(Nc2ccccc2)s1)NC1CC1,0%
CC(C)OCCCn1c(SCC(=O)N2CCCC2=O)nc2ccccc2c1=O,6%

# A different layout for some results above:
smiles: O=S(=O)(c1ccc(SCCOc2ccc(F)cc2)nc1)N1CCCC1
- L3MBTL1 block: 33%[activator]

smiles: O=C(O)CCn1cc(-c2ccc(Cl)cc2)nc1-c1ccncc1
- L3MBTL1 block: 8%

smiles: Cc1nn(C)c(C)c1NS(=O)(=O)c1ccc(Cl)cc1
- L3MBTL1 block: 6%

smiles: Cc1n[nH]c(=O)c2c(NC(=O)COC(=O)Cc3ccc(Cl)cc3Cl)oc(C)c12
- L3MBTL1 block: -1%

# (cont.)
SMILES,L3MBTL1 block
CCOc1ncccc1C(=O)OCCCC(=O)c1ccc(Br)cc1,28%
NC(=O)c1ccsc1NC(=O)COC(=O)c1cc(Cl)ccc1O,0%
COc1cccc(C(=O)NC2CCCc3ccccc32)c1 (stereo not drawn),-5%
CCCn1c(C(C)Nc2nc(-c3ccc(C)cc3)cs2)nc2cc(Cl)c(Cl)cc21 (stereo not drawn),-3%
O=C(c1ccc(F)cc1)C1CCN(C(=O)c2ccc(F)cc2)CC1,4%
CC[C@H]1C/C=C\Cc2ccccc2[C@H](C(=O)C[C@@H](O)CC(C)=O)OC1=O,1%
CCN1CCN(S(=O)(=O)c2ccc(Cl)c(C(=O)N(C)Cc3cccc(OC)c3)c2)CC1,19%
CCOc1ccccc1NC(=O)CN(c1ccc(Cl)cc1)S(C)(=O)=O,3%
Cc1c(C(C)(C)O)[nH]c2cc(C(F)(F)F)ccc12,-5%
COc1ccc2nc(C)cc(N/N=C/c3cccc(OC)c3O)c2c1,-14%
O=C(COC(=O)c1ccc2ncsc2c1)NCc1ccccc1Cl,2%
Clc1cccc(C2Nc3cccc4cccc(c34)N2)c1Cl,-4%[2.29 µM]
COc1ccc(C(=O)NCCS(=O)(=O)NCc2ccc(C)cc2)cc1,4%
CN(C)CCCN(C(=O)c1ccc(S(=O)(=O)N2CCc3ccccc3C2)cc1)c1nc2c(F)cc(F)cc2s1,-2%
Cc1csc(=O)n1CCC(=O)OCC(=O)Nc1ccc(C(N)=O)cc1,-7%
CCCCNC(=S)N(CCCO)Cc1cc2cc3c(cc2[nH]c1=O)OCCO3,-2%
COc1ccc(C(=O)NCCc2c[nH]c3ccccc23)cc1OC,3%
CCOC(=O)C1CCN(C(=O)CN2C(=O)NC(C)(c3ccc4cc(OC)ccc4c3)C2=O)CC1 (stereo not drawn),4%
COc1ccccc1N1CC(C(=O)Nc2cc(C(F)(F)F)ccc2N2CCCC2)CC1=O (stereo not drawn),2%
COc1cc(C(=O)NCc2cc3ccccc3n2C)cc(OC)c1OC,-1%[2.29 µM]
C#CCOCCOCCOCCNc1nc(N2CCN(C(=O)[C@H](CCC(=O)O)n3cc([C@@H](N)[C@H](C)CC)nn3)CC2)nc(N2CCN(C(=O)[C@H](CCC(=O)O)n3cc([C@@H](N)CC(N)=O)nn3)CC2)n1,-18%
COc1ccc2[nH]c3c(c2c1)CC(C)NC3=O (stereo not drawn),3%
Cc1ccc(/C=C(\NC(=O)c2ccccc2)C(=O)N2CCCCC2)cc1,2%
COc1ccccc1OCCn1c(C)c(C=O)c2ccccc21,1%
Cn1c(=O)c2sccc2n(Cc2ccccc2)c1=O,2%
CC(=O)c1cccc(NC(=S)NC(=O)c2cncc(Br)c2)c1,6%
COc1ccc(C(=O)COC(=O)Cn2c(C)csc2=O)c(OC)c1,?
CC(=O)COc1ccc2cc(-c3ccccc3)c(=O)oc2c1,0%
COc1ccc(CCn2c(C)cc(C(=O)CN3C(=O)C(=O)N(C4CCCC4)C3=O)c2C)cc1OC,-4%
O=S1(=O)CCOC[C@H](CC2CCCCC2)N1Cc1cccc(C(F)(F)F)c1,5%
Cc1noc(C)c1C(=O)OCC(=O)NC1CCCCC1C (stereo not drawn),?
CCOc1ncccc1C(=O)N1CCN(S(=O)(=O)c2cccs2)CC1,-1%
CC(C)C[C@H](NC(=O)c1nc[nH]c1C(=O)NCC(=O)OCc1ccccc1)C(=O)OC(C)(C)C,-8%
CN(CC(=O)NCCCN1CCOCC1)S(=O)(=O)c1ccc(Cl)cc1,8%
COc1cccc(C(=O)Nc2cccc3cccnc23)c1OC,11%
CC(Oc1ccccc1)C(=O)Nc1cc(Cl)ccc1-n1cncn1 (stereo not drawn),10%
Cn1c(Nc2ccc(F)cc2)nc2ccccc21,-3%
Cc1ccc(OCC(=O)Nc2ccccc2C(=O)NC2CC2)cc1,2%
O=C1N[C@@H](Cc2c[nH]c3ccccc23)COC(=O)[C@H](Cc2ccc(F)cc2)C/C=C\C[C@@H]1CC(=O)N(CCO)Cc1ccccc1,-17%
COc1ccc(/C=N/NC(=O)c2ccc(NS(=O)(=O)c3cccs3)cc2)cc1,3%
CCOc1ccccc1NC(=O)COC(=O)c1nc2nccc(C)n2n1,-3%
CC(=O)Nc1ccc(S(=O)(=O)c2cc(O)ccc2O)cc1,0%

# A different layout for 2 compounds above:
mol: COc1ccc([N+](=O)[O-])cc1C(=O)C(=O)c1ccccc1
  L3MBTL1 block: -3%
mol: Cc1cc(C)nc(SCCCNCc2ccc(Br)cc2)n1
  L3MBTL1 block: 5%
